Screening results deposited in PubChem BioAssay by National Center for Advancing Translational Sciences (NCATS).
ATXN2 expr inh = inhibitors of ATXN2 expression; HEK-293 ATXN2-luciferase reporter, luminescence, 24 h; Potency, µM (titrated, usually from 57 µM), without a hit: at the top dose activity change, negative = inhibition, most hits filed as inhibitors; hit rate 0.72% among 360,000; further: on the % scale 0 is the no-effect control and ±100 the full control effect; nearly all actives have a fitted effect of over 55% in size
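qHTS (up to 57 uM final) was run with 24 h compound exposure of reporter cells at 37 °C. Each well was multiplexed: SteadyGlo luminescence measured ATXN2-luciferase expression after a fluorogenic Gly-Phe-AFC viability readout (25 uM final).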
MCF10A rereplic = inducers of DNA re-replication in MCF 10A breast cells | MCF 10A DNA re-replication, Hoechst nuclear intensity, 48 h | Potency, µM (doses to about 46.1 µM), for inactives: at the highest dose activity, positive = re-replication, most hits filed as activators | hit rate 2.9% among 350,000; further: % of control where 0% means no effect; nearly all actives have a fitted effect of over 50% in size
TGFb SMAD3 inh = blocks TGF-b signaling | hit rate 1.2% among 410,000 | AID 588855 | HepG2 CAGA-GFP TGF-b/SMAD3 reporter, GFP fluorescence, 18 h; TGF-beta stimulated, 500 pg/mL final | Potency, µM (top dose mostly 46.1 µM), for inactives: at the top dose activity, negative = inhibition, most hits filed as inhibitors; further: on the % scale 0 is the no-effect control and ±100 the full control effect; nearly all actives have a fitted effect of over 65% in size
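HEPG2 CAGA-GFP reporter cells (1000/well, DMEM with 1% FBS) received compounds, then recombinant TGF-beta at 500 pg/mL final for 18 hours at 37 degrees C. Per-cell GFP summed per well was normalised to unstimulated and stimulated DMSO controls before curve fitting.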
Nrf2 ARE act = Nrf2 pathway activation; AREc32 ARE-luciferase reporter (MCF7-derived line), luminescence, 24 h; Potency, µM (series often up to 46.1 µM), for the others: at the highest dose activation, most hits filed as activators; hit rate 0.31% among 410,000; further: % of control where 0% means no effect; nearly all actives have a fitted effect of over 65% in size
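Luciferase luminescence (Steady-Glo, 30 min at room temperature) served as the read-out of ARE activation in AREc32 cells treated with compounds for 24 hr at 37 deg C.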
ATXN viability = viability counter-screen for ATXN expression inhibitors. hit rate 0.49% among 400,000. S2 cells (HEK-293 line with an ATXN2-luciferase reporter) viability, CellTiter-Fluor protease fluorescence, 24 h. Potency, µM (highest dose often 56.7 µM), actives largely listed as cytotoxic; further: nearly all actives have a fitted effect of over 40% in size
A549 viability = counter-screen for Nrf2 inhibitors: cytotoxicity in A549 cells | hit rate 0.16% among 390,000 | A549 ARE-Fluc cells, CellTiter-Fluor viability, 18-24 h | Potency, µM (highest dose often 46 µM), for the others: top-dose activity change, negative = cytotoxicity, usual class: inhibitors; further: on the % scale 0 is the no-effect control and ±100 the full control effect
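A549 ARE-Fluc cells in 5% FBS OPTI-MEM, 5000 cells/well, rested 2 h then exposed to compounds in concentration-response for 18-24 h at 37 °C. Viability by CellTiter-Fluor fluorescence (Ex 405/Em 525) after 30 min; luciferase luminescence (BugLite, 15 min, RT) read afterwards.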
Nrf2 block = inhibitors of Nrf2 signaling | hit rate 2.1% among 360,000 | Potency, µM (highest dose often 46 µM), for inactives: at the highest dose activity change, negative = inhibition, usual class: inhibitors | A549 ARE-Fluc reporter, luciferase luminescence, 18-24 h; further: on the % scale 0 is the no-effect control and ±100 the full control effect; nearly all actives have a fitted effect of over 60% in size
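Nrf2 function is reported as luminescence of an ARE-controlled luciferase in A549 cells. Compounds were tested at several concentrations, and a CellTiter-Fluor read on the same wells flagged cytotoxicity.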
HepG2 tox = HepG2 cytotoxicity, counter-screen for TGF-b inhibitors. HepG2 CAGA-GFP viability, ATP luminescence, 18 h. Potency, µM (titrated, usually from 46.1 µM), inactives show at the top dose activity change, negative = cytotoxicity, hits mostly cytotoxic. hit rate 0.76% among 410,000. AID 588856; further: some results filed as inactive show a strong effect at the top dose
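HepG2 CAGA-GFP cells (1000/well, DMEM with 1% FBS) received compound, then TGF-beta at 500 pg/mL final, and were incubated 18 hours at 37 degrees C. Viability was read by CellTiter-Glo luminescence. Media-only wells were set as complete cell-killing and DMSO as no toxicity.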
EPAC2 antagonist = antagonists of human EPAC2. Q8WZA2. EPAC2 GEF exchange of Rap1B-BODIPY-GDP, fluorescence. Potency, µM (titrated, usually from 114 µM), inactives show at the highest dose activity, negative = inhibition, most hits filed as inhibitors. hit rate 0.18% among 360,000. AID 720708; further: on the % scale 0 is the no-effect control and ±100 the full control effect; nearly all actives have a fitted effect of over 45% in size; many of its hits are not listed in these tables
Target sequence (Q8WZA2 whole entry, looked up): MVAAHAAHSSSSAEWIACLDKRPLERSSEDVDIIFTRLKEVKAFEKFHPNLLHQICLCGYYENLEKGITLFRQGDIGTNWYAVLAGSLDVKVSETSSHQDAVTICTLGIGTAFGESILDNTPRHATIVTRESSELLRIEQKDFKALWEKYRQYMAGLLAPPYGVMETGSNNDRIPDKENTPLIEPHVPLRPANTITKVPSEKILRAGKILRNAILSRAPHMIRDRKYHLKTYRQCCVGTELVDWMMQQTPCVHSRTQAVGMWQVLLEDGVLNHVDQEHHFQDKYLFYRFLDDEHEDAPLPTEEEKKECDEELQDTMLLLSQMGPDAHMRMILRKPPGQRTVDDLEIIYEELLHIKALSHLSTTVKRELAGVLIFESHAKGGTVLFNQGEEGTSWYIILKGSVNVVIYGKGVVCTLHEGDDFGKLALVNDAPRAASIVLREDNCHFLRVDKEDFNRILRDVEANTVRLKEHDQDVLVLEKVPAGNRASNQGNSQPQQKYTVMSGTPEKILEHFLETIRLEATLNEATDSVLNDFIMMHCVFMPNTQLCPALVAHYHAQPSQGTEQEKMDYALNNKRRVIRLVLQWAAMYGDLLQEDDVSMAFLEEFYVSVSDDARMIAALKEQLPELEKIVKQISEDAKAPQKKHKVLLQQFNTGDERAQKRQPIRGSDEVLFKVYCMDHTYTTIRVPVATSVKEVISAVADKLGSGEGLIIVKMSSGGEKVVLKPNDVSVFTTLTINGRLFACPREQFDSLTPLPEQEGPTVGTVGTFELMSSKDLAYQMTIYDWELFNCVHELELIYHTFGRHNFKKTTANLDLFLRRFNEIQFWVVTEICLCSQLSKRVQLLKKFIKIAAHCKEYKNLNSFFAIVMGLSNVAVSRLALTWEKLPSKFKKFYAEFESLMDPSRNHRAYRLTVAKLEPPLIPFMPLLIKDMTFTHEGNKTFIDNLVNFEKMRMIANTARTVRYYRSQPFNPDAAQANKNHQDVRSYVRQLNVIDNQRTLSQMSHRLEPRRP
An asterisk follows results filed as active; i = inactive; u = inconclusive; x = not tested or not shown; & = joins results of further samples; [ ] = remark or other dose. The call rests on the fitted dose curve; in most records, active means well fitted curve in the direction sought with a large enough effect; inconclusive means small, poorly fitted or top-dose-only effect, or another doubt; inactive means no such curve, though single readings can be large; an effect the other way counts as inactive or inconclusive. Potency means the concentration at half of the fitted maximal effect. This is a subset (hit frequency here may not be typical).

Value order: Nrf2 ARE act	EPAC2 antagonist	HepG2 tox	MCF10A rereplic	A549 viability	ATXN2 expr inh	Nrf2 block	TGFb SMAD3 inh	ATXN viability
CCCC(=O)n1nc(-c2cccnc2)nc1N
→ -0.5%	0%	2%	2%	1%	x	14%	0%	x
c1ccc(-c2ccc(CN3CCSCC3)cc2)cc1
→ 0.1%[9.22 µM]	-23%	-2%	-8%	2%	30%[activator]	11%	3%	i
Cc1cc(N/C=C2\CCCCC2=O)no1
→ -0.3%	0%	2%	10%	3%	19%	u	-4%	i
Cn1c(-c2c(N)n(CCCc3ccccc3)c3nc4ccccc4nc23)nc2ccccc21
→ 1.7%	-4%	-14%	u	u	-21%	x	u	x
Cc1ccc(NC(=O)CCCn2nc(C)c3sc4ccccc4c3c2=O)c(Cl)c1
→ -0.6%	x	0%	x	-2%	x	u	2%	x
CCOc1ccc(NC(=O)c2c3c(nc4ccccc24)CCC3)cc1
→ -0.7%	12%	1%	0%	2%	-3%[11.3 µM]	9%	17%	i
COC(=O)c1[nH]c2ccccc2c1NC(=O)c1ccccc1[N+](=O)[O-]
→ 1.8%	-11%	-2%	3%	0%	-1%	2%	u	i
Cc1cc2cc(CCNS(C)(=O)=O)c(=O)[nH]c2cc1C
→ 0.4%	15%	15%	11%	-2%	-5%	20%	-10%	i
Cc1cc(C)n(Cc2ccc(C(=O)O)cc2)n1
→ 0.0%	-1%	-3%	-1%	-3%	6%	-27%	-4%	i
COc1ccccc1/C=C/CN1CC(C)OC(C)C1 (centres undefined)
→ 0.0%	-1%	-2%	-7%	5%	-2%	x	-5%	i
CCOC(=O)c1ccccc1NC(=O)CN(c1ccccc1OC)S(=O)(=O)c1ccc(C)cc1
→ 6.3%	x	-8%	x	12%	-4%	x	-28%	i
Cc1ccc(S(=O)(=O)N2CCC(Oc3ccc(-n4cnnn4)cc3)CC2)cc1
→ -0.4%&-1.0%	3%	-9%&1%	15%	0%&0%	x	u	-12%&-6%	u
CP(=O)(COC(=O)c1ccccc1)COC(=O)c1ccccc1
→ -0.6%	9%	-1%	-6%	6%	-3%	1%	-13%	i
CCOC(=O)N1CCN(C(=O)Cn2ccc3c(OC)cccc3c2=O)CC1
→ -0.1%	-2%	-15%	2%	16%	-7%	u	-3%	i
CCOc1ccccc1C(=O)N(CN1CCCC1=O)c1ccc(C)c(Cl)c1
→ 0.1%	0%	-65%	u	-15%	-6%	u	-13%	i
COCCNc1nc(N)c([N+](=O)[O-])c(NCCO)n1
→ -0.4%	14%	-5%	-10%	3%	1%	u	-33%	i
Cc1nn(C)c(C)c1NC(=O)CSc1nnc(C)n1-c1ccccc1
→ -0.2%	22%	-1%	0%	1%	2%	8%	-29%	i
Cc1cc(Cl)ccc1NC(=O)C1CCCN(c2nnc(C)c3c(C)n(-c4ccccc4)nc23)C1 (centres undefined)
→ -0.8%	x	10%	x	-1%	1%	9%	-1%	i
O=C(CSc1nc2ccccc2nc1Cc1ccc(Cl)cc1)N1CCN(c2ccccc2F)CC1
→ -0.8%	x	4%	x	7%	x	x	-16%	x
O=C(NCc1ccco1)C(=S)N1CCCCC1
→ -0.4%	10%	-30%	1%	-1%	4%	12%	-3%	i
c1ccc2nc(-c3nccs3)ccc2c1
→ 3.1%	-1%	-9%	0%	3%	46%[activator]	u	-14%	i
CCOC(=O)c1c(C)[nH]c(C)c1S(=O)(=O)N(C)CC(=O)Nc1cc(Cl)ccc1C
→ 3.9%	x	-15%	x	0%	-8%	-4%	u	i
CC1(Oc2cccc(C#N)c2)CCN(Cc2csc3ccccc23)C1 (centres undefined)
→ -0.4%[9.22 µM]	-7%	-9%	x	x	-10%	x	-4%	i
CCOC(=O)CSc1nnc(-c2ccc(S(=O)(=O)NCc3cccs3)cc2)o1
→ 0.3%	6%	0%	11%	0%	5%	0%	-1%	i
Cc1noc(C)c1C(=O)Nc1nc(-c2ccc(F)cc2)cs1
→ 1.8%	7%	0%	2%	-3%	32%[activator]	14%	-1%	u
O=C(O)CCCNc1ccc(S(=O)(=O)Nc2ccccc2C(=O)O)cc1C(=O)O
→ -0.2%	-3%	14%	7%	12%	9%	-16%	0%	i
O=C(CCNC(=O)c1ccccc1Cl)Nc1nc(-c2ccc(F)cc2)cs1
→ 0.4%	-8%	-18%	4%	-2%	-9%	u	u	i
O=C(O)C1CC2C3CC(C(=O)O)C(C3)C2C1 (centres undefined)
→ -1.2%	6%	-3%	-2%	0%	0%	0%	-2%	i
CC(=O)C1C(c2ccc(Cl)cc2)NC(=O)NC1(O)C(F)(F)F (centres undefined)
→ -1.1%	2%	-1%	1%	5%	9%	-17%	3%	i
CCCNC(=O)C1CCN(S(=O)(=O)c2ccc3nc4c(c(C(=O)O)c3c2)CCCCC4)CC1
→ -0.7%	3%	-15%	-2%	-5%	3%	2%	-1%	i

Arranged by count of non-hydrogen atoms (ascending): some entries from above
Value order: Nrf2 ARE act	EPAC2 antagonist	HepG2 tox	MCF10A rereplic	A549 viability	ATXN2 expr inh	Nrf2 block	TGFb SMAD3 inh	ATXN viability
O=C(NCc1ccco1)C(=S)N1CCCCC1
→ -0.4%	10%	-30%	1%	-1%	4%	12%	-3%	i
CC(=O)C1C(c2ccc(Cl)cc2)NC(=O)NC1(O)C(F)(F)F (centres undefined)
→ -1.1%	2%	-1%	1%	5%	9%	-17%	3%	i
CC1(Oc2cccc(C#N)c2)CCN(Cc2csc3ccccc23)C1 (centres undefined)
→ -0.4%[9.22 µM]	-7%	-9%	x	x	-10%	x	-4%	i

Pulled by structure from the list above, 2 records:
Value order: Nrf2 ARE act	EPAC2 antagonist	HepG2 tox	MCF10A rereplic	A549 viability	ATXN2 expr inh	Nrf2 block	TGFb SMAD3 inh	ATXN viability
CCOC(=O)c1c(C)[nH]c(C)c1S(=O)(=O)N(C)CC(=O)Nc1cc(Cl)ccc1C
→ 3.9%	x	-15%	x	0%	-8%	-4%	u	i
O=C(CSc1nc2ccccc2nc1Cc1ccc(Cl)cc1)N1CCN(c2ccccc2F)CC1
→ -0.8%	x	4%	x	7%	x	x	-16%	x

New compounds follow
Value order: Nrf2 ARE act	EPAC2 antagonist	HepG2 tox	MCF10A rereplic	A549 viability	ATXN2 expr inh	Nrf2 block	TGFb SMAD3 inh	ATXN viability
Cc1cc(C)cc(N(CC(=O)N2CCc3ccccc32)S(=O)(=O)c2c(C)noc2C)c1
→ -0.3%	12%	-24%	-3%	1%	3%	-6%	-6%	i
CCOC(=O)N1CCN(C(=O)c2ccccc2NC(=O)COc2ccccc2C)CC1
→ 2.2%	9%	-30%	-4%	0%	-11%	-27%	-8%	i
Cc1ccc(N2CCN(C(=O)c3cc(COc4c(C)cccc4C)on3)CC2)c(C)c1
→ -0.6%	0%	-31%	u	1%	9%	10%	u	i
O=C(Nc1ccc(F)cc1F)N1CCCN(c2ccc([N+](=O)[O-])cn2)CC1
→ -0.6%	2%	4%	-2%	-18%	-9%	u	4%	i
CCc1nc2ccc(C(=O)NCCCN3CCCC3=O)cn2c1N(C)C(=O)c1cccc(OC)c1
→ -0.2%[9.22 µM]	9%	-7%	x	x	12%	x	1%	i
CCc1cc2c(NCC(=O)O)ncnc2s1
→ -0.2%	3%	-17%	-3%	-2%	3%	-7%	4%	i
COC(=O)c1cccc(S(=O)(=O)N(Cc2ccco2)Cc2cc3ccc(OC)cc3[nH]c2=O)c1
→ 0.0%	2%	4%	0%	-14%[1.84 µM]	0%	7%	-18%	i
COc1ccc(Cc2nnc(NC(=O)c3ccc(Cl)c([N+](=O)[O-])c3)s2)cc1
→ -0.9%	12%	5%	14%	-3%	x	4%	0%	x
COc1ccc(-c2cc(C(F)(F)F)nc(S(C)(=O)=O)n2)cc1OC
→ -2.3%	-3%	-99%	u	-17%	u	13%	u	u
COc1ccccc1C(=O)Nc1ccnn1C1CCN(CCCc2ccccc2)CC1
→ -0.4%	-9%	-5%	8%	-2%	-15%	0%	-20%	i
Cc1ccc(C(=O)N2C(=O)c3cccc(N)c3C2=O)o1
→ 3.3%	0%	-12%	-8%	1%	10%	2%	1%	i
COc1ccc(C)cc1N(CC(=O)O)S(=O)(=O)c1ccc(C)cc1
→ -1.2%	11%	2%	-4%	3%	4%	u	-16%	i
CC(C)n1c(SCC(=O)Nc2ccccc2N2CCOCC2)nc2c1c(=O)n(C)c(=O)n2C
→ -1.0%	14%	-1%	7%	5%	2%	-2%	-4%	i
Cc1ccc(C)c(S(=O)(=O)c2nnn3c2nc(NC2CCCCC2)c2sccc23)c1
→ -1.4%	x	-24%	x	u	x	u	u	x
CCSc1nc2c(c(=O)[nH]c(=O)n2C)n1C
→ -0.2%	-3%	-24%	3%	0%	-14%	-34%	-14%	i
CN(C)c1ccc(C(CC(=O)O)NC(=O)c2ccc(Cl)cc2)cc1 (centres undefined)
→ 2.3%	2%	7%	0%	-1%	7%	-11%	3%	i
Cc1ccc(C(=O)NC(=S)N2CCN(C(=O)OC(C)(C)C)CC2)cc1Br
→ -1.0%	10%	0%	16%	16%	x	4%	u	i
Cc1ccccc1CSc1nnc(C)c(=O)n1N
→ -0.5%	3%	16%	-3%	-1%	7%	2%	1%	i
Cc1c(Cl)c([N+](=O)[O-])nn1CCCC(=O)Nc1sc2c(c1C#N)CCC2
→ 5.1%	1%	-1%	-3%	1%	-6%	11%	-14%	i
CC(C)N(C(=O)CSc1nnc(CSc2ncccn2)n1C)C(C)C
→ -0.4%	-4%	-27%	17%	9%	-8%	-8%	-6%	i
O=C(Nc1ccccc1Cl)C(Cl)C(=O)c1ccccc1 (centres undefined)
→ 3.2%	-8%	3%	2%	-9%	-25%[11.3 µM]	9%	7%	i
COc1ccc(/C=C/C(=O)NCc2ccc(F)cc2)cc1S(=O)(=O)N1CCOCC1
→ 0.2%	-3%	13%	-11%	2%	5%	2%	-5%	i
CSc1ccc(C2c3[nH]c4ccccc4c3CCN2C(=O)CCC2CCCC2)cc1 (centres undefined)
→ 0.1%	x	-36%	x	7%	x	x	-13%	x
O=C(CSCc1ccccc1Cl)NNC(=O)c1ccccc1
→ -0.2%	3%	0%	-4%	-4%	8%	x	2%	i
